# Compound activity deposited in PubChem by several laboratories.
# PMI inhibitors = inhibitors of human PMI, primary screen, biochemical, fluorescence intensity, coupled assay (AID 1209). purified PMI enzyme, coupled fluorescence intensity; higher % means a stronger effect. inhibition, % at 20 µM; hits with a dose series show IC50 in µM. actives 0.42% (n = 190,000);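 also: plate controls were DMSO vehicle for no effect and wells lacking substrate for full effect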
# Lipid droplet = modulators of hepatic lipid droplet formation; actives 0.4% (n = 240,000); AML12 mouse hepatocytes, oleate lipid droplets, BODIPY imaging; inhibition, % at 6.5 µM;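 active = lipid droplet intensity inhibited by at least 50%, with more than 500 cells counted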
#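 Material – mouse AML12 hepatocyte cell line, fixed after treatment · Compound dosing – one dose, 6.5 µM compound · Times – compound with oleate, overnight · Measured by – Image-based BODIPY and DAPI two-channel analysis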
# CSM14.1 death rescue = protection against thapsigargin-triggered cell killing – 384-well, CSM14.1, ATP luminescence, primary screen (AID 1222); CSM14.1 thapsigargin-induced death rescue, ATP luminescence; higher % means a stronger effect; cellular ATP content (survival), % at 20 µM, or EC50 in µM where a hit was titrated; 190,000 tested, under 10 active;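 active = EC50 below 50 µM in the dose-response confirmation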;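 also: death triggered by thapsigargin at about 15 µM added after 2 h compound pretreatment; cell ATP read after overnight thapsigargin exposure of roughly 18 to 22 hours; normalized against plate controls of thapsigargin alone and 5% DMSO vehicle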
# TNAP activators = stimulation of alkaline phosphatase TNAP activity – biochemical, luminescent, no phosphate acceptor, uHTS, primary screen (AID 1001) | purified TNAP, luminescent activation assay, no phosphate acceptor; higher activation fold means a stronger effect | activation fold at 20 µM, or EC50 in µM where a hit was titrated | actives 0.03% (n = 200,000); in the data active = activation fold from about 3, or a potency from the dose series; inactive = the rest, 99 in 100 with activation fold below about 1.6; also: many of its hits are not listed in these tables
# K1F lysis inhibition = protection from phage-mediated lysis, alamar blue read-out – E. coli UTI89, K1F phage, bacterial capsule biogenesis inhibitors (AID 488966); E. coli UTI89 K1F phage lysis, alamar blue, 2 h; higher % means a stronger effect; one-dose inhibition, % at 100 µM; IC50 in µM for titrated hits; actives 0.02% (n = 340,000);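 active = phage lysis inhibition, versus mean bacterial control, above a set limit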;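 also: capsule biogenesis inhibitors block K1F phage lysis so surviving cells raise fluorescence; higher fluorescence means more inhibition of phage lysis; actives were called in the ten point dose series up to 300 µM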
# WT yeast gro inh = growth inhibition of WT yeast, mitochondrial fusion screen; mitochondrial fusion phenotypic screen, WT strain; inhibition, % at 10 µM; actives 2.1% (n = 190,000); in the data active = inhibition above about 58%; tested in S. cerevisiae
# Myeloid diff MLP = compounds promoting myeloid differentiation | ER-HoxA9 myeloid progenitors, lysozyme-GFP differentiation, flow cytometry | actives 1% (n = 360,000) | AID 624256 | calls only at 10 µM;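 active = normalized GFP-positive differentiation at or above the plate's own cutoff, the solvent-only control mean plus 3 SD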;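 also: cells exposed to compound for four days before flow analysis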
# human PMI inhibitors = human PMI inhibitors, high substrate, primary screen, biochemical, fluorescence intensity, high mannose 6-phosphate (AID 1220). recombinant PMI enzyme, coupled fluorescence intensity; higher % means a stronger effect. one-dose inhibition, % at 20 µM; IC50 in µM for titrated hits. actives 0.66% (n = 190,000)
# P. falciparum M1AAP = malaria alanyl aminopeptidase activity blockers – biochemical, fluorogenic H-Leu-NHMec substrate, 1536-well (AID 1445); recombinant M1AAP, H-Leu-NHMec fluorogenic kinetic assay; higher % means a stronger effect; inhibition, % at 30 µM, or IC50 in µM where a hit was titrated; actives 0.42% (n = 220,000);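 active = primary inhibition above the hit cutoff, then over 50% inhibition at one or more dose response concentrations, cut at about 23% in these data, passing the limit was not always enough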;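 also: plate controls were DMSO full reaction for no effect and no enzyme background for full effect; strong numbers were not always called active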
# WT yeast gro inh mutant strain = second read-out of WT yeast gro inh, no call of its own (marks repeat the call); inhibition, %; mitochondrial fusion phenotypic screen, mutant strain inhibition
# Lipid droplet cells 6.5 µM = second read-out of Lipid droplet, no call of its own (marks repeat the call); cell count; measured here: cell count, cytotoxicity flag;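 cells counted across two imaged fields per well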
# Myeloid diff MLP GFP+ MAC1+ % = recorded beside Myeloid diff MLP, whose call it bears; GFP+ MAC1+ double positive, %; measured here: differentiation confirmed by MAC1 staining
# * = called active by the depositor; i = inactive; x = no result given; + = active, no number; [ ] = remark or other dose. Rule as the data show it, unless noted: active = inhibition above about 50%; inactive = the rest.
SMILES,PMI inhibitors,Lipid droplet,Lipid droplet cells 6.5 µM,CSM14.1 death rescue,TNAP activators,K1F lysis inhibition,WT yeast gro inh,WT yeast gro inh mutant strain,Myeloid diff MLP,Myeloid diff MLP GFP+ MAC1+ %,human PMI inhibitors,P. falciparum M1AAP
Cc1ccc2nc(SCC(=O)N3c4ccccc4CC3C)c(C)cc2c1 (stereo unspecified),9%,9,777,1.8%,1.1,0.2%,14,27,i,0.9,6%,4%
CCCNC(=O)COC(=O)CCC(=O)c1cccs1,0%,32,697,6.4%,1.1,0.4%,19,4,i,0.2,-4%,-6%
CC(C)N(Cc1nc(-c2ccccc2)no1)C(=O)C(C)(C)C,4%,14,688,x,1.1,1.0%,-2,2,i,1.2,5%,13%
COC(=O)c1sccc1NC(=O)Nc1cccc(Cl)c1Cl,4%,x,x,0.6%,1.1,0.2%,19,9,i,1.0,10%,-7%
Cc1nc2ccccc2cc1OCc1ccccc1,-3%,x,x,2.9%,1,0.0%,7,-5,i,2.2,9%,1%
O=C(c1cccs1)N1CCN=C1SCc1ccc(F)cc1,x,9,695,x,x,-0.2%,x,x,i,0.0,x,5%
CC1=C(C(=O)Nc2ccccc2F)C(c2ccsc2)C2=C(CC(C)(C)CC2=O)N1 (stereo unspecified),11%,-13,501,-0.6%,1.2,0.1%,-20,-6,i,0.2,1%,5%
Cc1ccc(-c2c(C#N)c(N)nc3c2CCCC3)s1,8%,4,663,-3.1%,1,-1.5%,-10,-3,i,2.9,8%,7%
CC(C)OP(=O)(c1ccc(N(C)C)cc1)C(O)c1cccnc1 (stereo unspecified),x,-2,673,x,x,-1.0%,x,x,i,0.9,x,-5%
CCCOc1ccc2c3c(c(=O)oc2c1)CCCC3,9%,7,743,-0.3%,1,0.1%[50 µM],37,11,i,1.3,0%,-1%

# A section of the results above:
SMILES,PMI inhibitors,Lipid droplet,Lipid droplet cells 6.5 µM,CSM14.1 death rescue,TNAP activators,K1F lysis inhibition,WT yeast gro inh,WT yeast gro inh mutant strain,Myeloid diff MLP,Myeloid diff MLP GFP+ MAC1+ %,human PMI inhibitors,P. falciparum M1AAP
Cc1ccc2nc(SCC(=O)N3c4ccccc4CC3C)c(C)cc2c1 (stereo unspecified),9%,9,777,1.8%,1.1,0.2%,14,27,i,0.9,6%,4%
CCCNC(=O)COC(=O)CCC(=O)c1cccs1,0%,32,697,6.4%,1.1,0.4%,19,4,i,0.2,-4%,-6%

# (next part)
SMILES,PMI inhibitors,Lipid droplet,Lipid droplet cells 6.5 µM,CSM14.1 death rescue,TNAP activators,K1F lysis inhibition,WT yeast gro inh,WT yeast gro inh mutant strain,Myeloid diff MLP,Myeloid diff MLP GFP+ MAC1+ %,human PMI inhibitors,P. falciparum M1AAP
CCCN1C(=O)C(NC(C)=O)c2ccccc21 (stereo unspecified),-1%,13,776,0.6%,1.1,-0.1%,-4,-12,i,2.4,-8%,-4%
COc1cccc(NC(=O)c2ccccc2-c2ccccc2)c1,-1%,-12,698,0.5%,1.1,-1.8%,6,-8,i,0.2,4%,4%
NS(=O)(=O)c1ccc(CCNC(=O)C2CCC(CNS(=O)(=O)c3ccc(Br)s3)CC2)cc1 (stereo unspecified),4%,-32,729,-0.1%,1.1,0.7%,4,0,i,0.4,13%,1%
CCN(C(=O)COC(=O)c1cc(NS(=O)(=O)c2ccc(Cl)c([N+](=O)[O-])c2)ccc1O)C1CCCCC1,19%,-1,477,-2.1%,0.9,5.5%,-4,-4,i,0.5,7%,3%
Cc1ccc(-c2nc3ccccc3c(=O)n2CCCN2CCOCC2)cc1,14%,-19,641,0.9%,1,4.5%,-4,11,i,0.8,12%,3%
CCC(C)c1ccc(-c2cc(C(=O)OCC(=O)Nc3cc(C)on3)c3ccccc3n2)cc1 (stereo unspecified),0%,11,818,-1.8%,1.2,1.6%,-7,-12,i,1.2,1%,2%
CC(Sc1ccc(Br)cc1)C(N)=O (stereo unspecified),-3%,x,x,0.6%,1.1,0.1%,6,-19,i,0.4,5%,-1%
Fc1cccc(CN2CCN(c3ncccn3)CC2)c1,8%,0,726,-2.5%,1.1,-5.5%,11,13,i,1.7,-1%,-5%
NC(=O)c1ccccc1O,-2%,35,731,-2.6%,1.1,0.9%,-2,-7,i,1.9,6%,14%
COc1cccc(CN(C)c2nc(-c3cccs3)nc3ccccc23)c1,24%,5,700,-1.3%,1.1,-0.2%,66*,36*,i,0.1,7%,3%
Cc1cc(NC(=O)CSc2nc3cc(Cl)ccc3c(=O)n2Cc2ccco2)no1,8%,0,723,2.5%,1.1,0.2%,-16,7,i,0.8,6%,2%
COc1ccc(C(=O)COC(=O)C2CCC(=O)N2)cc1 (stereo unspecified),1%,5,710,0.2%,1,-0.5%,16,13,i,1.2,0%,3%
O=C(Cc1ccc(Br)cc1)N1CCN(c2ccccc2)CC1,4%,-11,745,-0.6%,1,7.8%,3,-5,i,0.6,-2%,-4%
CC(CC(=O)N1CCc2ccccc21)c1ccccc1 (stereo unspecified),2%,2,772,-0.1%,1.1,0.0%,-14,-4,i,0.7,2%,7%
CCC(C)(C)C1CCc2nc3ccccc3c(C(=O)OC(C)C(=O)Nc3c(C)n(C)n(-c4ccccc4)c3=O)c2C1 (stereo unspecified),27%,11,605,2.2%,1.2,4.7%,21,21,+,0.5*,22%,5%
COc1ccc(CCNC(=O)c2ccc(CSc3ccccc3)o2)cc1,23%,-19,738,x,1.2,0.0%,-10,-27,i,0.4,22%,4%
O=S(=O)(NCCc1cn2ccccc2n1)c1ccc2c(c1)OCCO2,11%,-25,663,-3.9%,1.1,1.8%,-2,-2,i,1.0,10%,0%
Cc1sc(NC(=O)c2ccccc2)c(C(=O)NC(C)C)c1C,2%,-1,775,2.5%,1.1,0.3%[50 µM],-5,9,i,7.1,-2%,3%
O=C(Nc1cccc(C(F)(F)F)c1)N1CCC(c2nc(-c3ccc(F)cc3)no2)CC1,16%,-52,554,-0.7%,1.1,1.6%,79,79,i,0.8,12%,-1%
COCCn1c(C(=O)N2CCCC2)cc2c1C[C@H]1CN(C(=O)c3ccccc3)[C@@](Cc3ccc(F)cc3)(C(=O)OC)[C@@H]21,14%,x,x,-4.5%,1.1,x,-2,-12,x,x,14%,5%
O=C(O)c1cc([N+](=O)[O-])ccc1C(=O)Nc1ccccc1,2%,x,x,-0.8%,1,0.4%,-1,1,i,1.0,3%,3%
COC(=O)c1cc2occc2n1CC(=O)Nc1ccc(C)cc1C,-2%,x,x,2.5%,1.1,3.4%,5,1,i,4.0,9%,5%
Cc1cc(C)n(C(=O)c2ccc(NC(=O)C3CC3)cc2)n1,9%,-25,670,0.0%,1.1,-0.1%,0,-1,i,1.5,8%,0%
C=CCSc1nnc(NC(=O)COc2ccccc2)s1,-13%,-16,674,-0.8%,1,-0.7%,2,-3,i,1.7,-6%,-2%
Cc1nc2ccccc2nc(C)c1=NO,24%,x,x,2.4%,1,0.1%,-5,-8,i,0.8,54%*,4%
CC(N)(C(=O)O)c1cccc(OCc2cccc(Cl)c2)c1 (stereo unspecified),x,-12,696,x,x,0.4%,x,x,i,0.5,x,0%
O=C(NC1CCSC1=O)c1ccccc1 (stereo unspecified),-1%,x,x,-0.6%,1.1,1.0%,25,-2,i,0.5,-5%,0%
O=C1CN(C(=O)CSc2nnc(-c3ccccc3)n2Cc2ccc3c(c2)OCO3)c2ccccc2N1,2%,x,x,0.0%,1.1,-2.0%,-12,-11,i,2.6,2%,1%
CCC(=O)n1nc(-c2ccccc2)nc1SCC(=O)Nc1ccc(C)cc1,-1%,x,x,5.4%,0.6,0.0%,-10,-29,i,0.4,-6%,12%
COc1ccc2c(C)cc(N3CCCCCC3)nc2c1,-9%,-1,709,-1.5%,1,i,3,8,i,0.1,-4%,13%
COc1ccc(C(=O)NC(=S)Nc2ccccc2N2CCN(S(C)(=O)=O)CC2)cc1OC,23%,x,x,1.2%,1.1,6.5%,14,-7,i,0.6,6%,3%
CC(=O)c1ccc(N(C(=O)CNC(=O)c2ccco2)C(C(=O)NCC2CCCO2)c2ccccc2)cc1 (stereo unspecified),0%,-13,699,5.0%,1.1,-1.2%,4,1,i,0.1,3%,-3%
Cc1ccc(C)c2nc(Cl)c(C#N)cc12,8%,1,687,-0.7%,1,-0.3%,1,-17,i,0.5,6%,7%
CC(C)C(OC(=O)CCC(=O)Nc1nccs1)C(=O)NC1CCCCC1 (stereo unspecified),1%,-8,735,-0.1%,1.1,-0.5%,-11,-12,i,0.1,-5%,1%
CCc1nnc(NC(=O)C2CCCN2S(=O)(=O)c2ccccc2)s1 (stereo unspecified),-8%,25,716,-2.1%,1.1,3.9%,-7,-18,i,5.9,-15%,1%
Cc1ccc(NC(=O)CSc2ncnc3ccccc23)cc1S(=O)(=O)N1CCOCC1,x,2,718,x,x,0.0%,x,x,i,0.8,x,4%
CC(C)(C)C(=O)/C(C#N)=c1\s/c(=C\c2ccncc2)c(=O)n1CCCN1CCOCC1,-1%,x,x,1.3%,1.1,x,x,x,x,x,12%,x
Cc1cc(C)n(-c2cc(O)c(-n3nc(C)cc3C)cc2O)n1,27%,7,621,1.5%,1.1,0.4%,-1,0,i,0.3,40%,3%
CN(c1ccccc1)S(=O)(=O)c1ccc(C(=O)NCc2cccs2)cc1,x,-1,624,x,x,0.0%,x,x,i,0.4,x,1%
CC[C@H](C)[C@H](NC(=O)c1ccccc1)C(=O)Nc1ccc(S(=O)(=O)Nc2cc(C)nc(C)n2)cc1,x,5,819,x,x,0.1%,x,x,i,0.1,x,6%
C/C(=N/NC(=O)c1cc(-c2ccc(Br)s2)[nH]n1)c1ccco1,10%,2,688,-1.3%,1.6,-1.1%,6,-9,i,0.3,5%,21%
O=C(c1ccc(CNS(=O)(=O)c2ccccc2)cc1)N1CCN(Cc2ccccc2)CC1,4%,-25,721,2.9%,1,4.3%,15,26,i,7.1,-4%,1%
CCc1ccc(-n2c(=S)sc3c(=O)n(-c4ccccc4OC)c(=S)[nH]c32)cc1,8%,0,765,-2.3%,1.1,-0.2%,6,5,i,0.1,3%,6%
Cc1ccccc1NC(=O)c1csc2c1CCCC2,11%,-2,588,-1.5%,1.1,7.2%,-7,0,i,0.6,14%,4%
Cc1cc(C(=O)Nc2c(C)n(C)n(-c3ccccc3)c2=O)cs1,6%,-3,667,-3.2%,1.1,-1.2%,18,12,i,4.3,5%,0%
CCN(CC)CCNS(=O)(=O)c1ccc(OC)c(Br)c1,3%,-1,751,-5.0%,1.2,3.3%,-9,-22,i,1.2,-7%,7%
COc1cc(N(C)C)c([N+](=O)[O-])cc1C(=O)N1CCOCC1,2%,-6,713,-1.1%,1,-0.7%,-7,-5,i,0.4,8%,x
CSC1=NCCN1S(=O)(=O)c1ccc(Cl)cc1,1%,14,683,-0.4%,1.1,0.0%,-8,-2,i,0.6,-1%,7%
